Screening results as filed in PubChem.
Tat transport: E. coli Tat export inhibitors, primary screen, MC4100, TorA-mCherry reporter, fluorescence, single point. inhibition, % at 10 µM. 0.036% of 340,000 active;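 active means mean replicate inhibition at least 50% and at least half of replicates individually reaching 50%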;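 further: exported cargo escapes ClpAP degradation while cytoplasmic cargo is degraded and loses fluorescence; 0% = median of neutral control wells and 100% = median of NaSCN control wells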
MITF act: activators of MITF-driven TRPM1 promoter reporter, primary screen, cell-based, SK-MEL-5, luciferase, single point | SK-MEL-5 TRPM1-promoter luciferase, 24 h; % of positive control, neutral wells = 0 | activation, % at 12.5 µM | 0.75% of 300,000 active | AID 588334, 2011;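 active means mean activation of at least 80% with every replicate also reaching 80%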;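 further: 0% = neutral control wells and 100% = parthenolide positive control wells; values of inactives mirror those of a sister screen read the other way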
cardiac RTF act: cardiac RTF calcium sensitivity activators, primary screen, biochemical, IANBD-TnC fluorescence, EC20 calcium; Troponin I, cardiac muscle (Homo sapiens) + Troponin T, cardiac muscle (Homo sapiens) + …; IANBD-labeled TnC RTF fluorescence at EC20 calcium; 0% EC20 calcium, 100% full calcium; activation, % at 7.2 µM; 0.24% of 340,000 active;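 active means activation above the mean over all tested compounds plus 3 SD, cut at about 30% in these data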;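 further: rise in fluorescence read as greater calcium sensitivity of cardiac thin filaments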
V-ATPase pH: regulators of yeast V-ATPase proton pumping, primary screen, pHLuorin cytosolic pH fluorescence; AID 504577, 2011; 0.37% of 350,000 active; S. cerevisiae; response, % at 10 µM; in the data active means response mostly above about 7.3%, no sharp cut-off; inactive means mostly below about 5.4%; further: actives read high; inactives centre near 0; some compounds called inactive have numbers as strong as hits; reference of the scale not given here
CAL PDZ FP-1: untagged CAL PDZ binding inhibitors, primary screen, biochemical, fluorescence polarization, HTS; Golgi-associated PDZ and coiled-coil motif-containing protein (Homo sapiens), Q9HD26; purified CAL PDZ, TMR-peptide fluorescence polarization, 1 h; inhibition, % at 24.9 µM; 0.92% of 300,000 active; AID 602252, 2012;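 active means mean inhibition of at least 30% with at least half of replicates also reaching 30%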;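 further: 0% = DMSO neutral control and 100% = excess unlabeled competitor peptide PRC23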
dFosB act: activators of delta FosB homodimer, primary screen, biochemical, fluorescence polarization, TAMRA-CDK5 oligo, single point. purified delta FosB; percent of positive-control signal above neutral wells. activation, % at 25 µM. 0.99% of 340,000 active;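 active means mean activation above about 17%, with every replicate also reaching it, limit read from the data, passing the limit was not always enough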;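 further: fluorescence polarization rise as delta FosB binds a TAMRA Cdk5 AP-1 oligo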
Target sequence (P13346 whole entry, looked up): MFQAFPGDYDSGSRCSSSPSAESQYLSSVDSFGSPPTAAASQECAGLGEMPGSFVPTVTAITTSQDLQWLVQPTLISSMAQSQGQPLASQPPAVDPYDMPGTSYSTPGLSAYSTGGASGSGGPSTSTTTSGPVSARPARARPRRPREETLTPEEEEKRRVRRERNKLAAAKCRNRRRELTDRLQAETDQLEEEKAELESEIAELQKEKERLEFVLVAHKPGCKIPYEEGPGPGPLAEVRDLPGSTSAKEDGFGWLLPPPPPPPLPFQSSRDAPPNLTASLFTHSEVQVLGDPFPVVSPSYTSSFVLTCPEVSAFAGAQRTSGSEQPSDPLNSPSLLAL
CDK5 p35 inh: inhibitors of human CDK5/p35 kinase, primary screen, biochemical, single concentration; Cyclin-dependent kinase 5 (Homo sapiens) + Cyclin-dependent kinase 5 activator 1 (Homo …; Recombinant CDK5/p35, ADP-Glo luminescence, 60 min; inhibition, % at 10 µM; 0.01% of 330,000 active; AID 488839, 2010;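 active means highest replicate inhibition of at least 50% and at least 75% of replicates reaching 50%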;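 further: plate controls were DMSO neutral control for no effect and GW8510 at 10 µM for full effect; many of its hits are not listed in these tables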
CAL PDZ FP-2: CAL PDZ peptide-binding inhibitors, primary screen, biochemical, fluorescence polarization, Cer-tagged CAL PDZ, HTS; purified CAL PDZ, TMR-peptide fluorescence polarization, 1 h; Golgi-associated PDZ and coiled-coil motif-containing protein (Homo sapiens), Q9HD26; inhibition, % at 20 µM; AID 504414, 2011; 0.02% of 330,000 active;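 active means highest replicate inhibition of at least 40%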;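 further: plate controls were DMSO neutral control wells for no effect and unlabeled competitor peptide control wells for full effect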
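Material: tagged CAL PDZ domain; buffer or medium: 25 mM sodium phosphate pH 7.4, 150 mM NaCl, TCEP, IgG, Thesit; compound dosing: single point, 20 µM; schedule: 1 h incubation at room temperature before polarization reading; measured by: FP readout, S and P plane fluorescence; read-out basis: percent inhibition from loss of millipolarization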
Wnt act: Wnt/beta-catenin pathway activators, primary screen, cell-based, plate reader, single point | Wnt/beta-catenin reporter cell assay, activator | activation, % at 9.35 µM | AID 743398, 2014 | 1.2% of 300,000 active; in the data active means activation above about 30%, passing the limit was not always enough;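 further: 0% = neutral control wells and 100% = positive control wells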
Rtt109 Vps75: inhibitors of C. albicans Rtt109/Vps75 HAT, primary screen, biochemical, ThioGlo CoA-SH fluorescence, plate reader | purified Rtt109/Vps75, 4 h | inhibition, % at 34.9 µM | 0.16% of 330,000 active | AID 540336, 2011;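 active means inhibition of at least 50% in every replicate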
Target sequence (Q5AAJ8 whole entry, looked up): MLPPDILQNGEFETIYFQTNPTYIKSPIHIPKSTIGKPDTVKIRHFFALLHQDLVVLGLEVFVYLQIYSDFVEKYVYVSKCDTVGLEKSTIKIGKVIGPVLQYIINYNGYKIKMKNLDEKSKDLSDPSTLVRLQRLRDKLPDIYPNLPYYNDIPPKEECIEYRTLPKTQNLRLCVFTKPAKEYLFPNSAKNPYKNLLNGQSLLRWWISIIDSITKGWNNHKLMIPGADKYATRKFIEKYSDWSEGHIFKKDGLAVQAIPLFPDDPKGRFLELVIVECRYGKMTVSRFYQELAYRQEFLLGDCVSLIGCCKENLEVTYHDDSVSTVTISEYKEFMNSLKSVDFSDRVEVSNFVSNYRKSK
* = called active by the depositor; / = not tested or not shown.

SMILES | Tat transport | MITF act | cardiac RTF act | V-ATPase pH | CAL PDZ FP-1 | dFosB act | CDK5 p35 inh | CAL PDZ FP-2 | Wnt act | Rtt109 Vps75
COc1ccc(S(=O)(=O)c2ccccc2)cc1NC(=O)c1c(F)cccc1F | 7 | -9 | -2 | 0 | -3 | -3 | -0.4 | -0.1 | 1 | -5
Cc1cc(-c2n[nH]c(=S)n2/N=C/c2ccc(C)s2)n[nH]1 | -1 | -10 | 5 | 4 | -5 | -4 | 1.0 | 0.0 | 0 | 2
O=C(Cc1cccs1)N1CCCC(c2nc3c(nnn3Cc3ccc(F)cc3)c(=O)[nH]2)C1 (stereo not given) | 5 | -6 | 7 | -7 | / | -13 | 0.2 | -3.3 | 0 | -4
CS(=O)(=O)c1ccc(Cl)c(C(=O)OCC(=O)NC2CCCCCCC2)c1 | -2 | 8 | -3 | -2 | -3 | -10 | -0.3 | -2.2 | -2 | 9
CN(CC(=O)NCCc1ccccc1)S(=O)(=O)c1ccc(Br)cc1 | -6 | / | -6 | -4 | 0 | 7 | -1.2 | -1.3 | -4 | 0
COc1cc(NC(=O)C2CCN(S(=O)(=O)c3ccc(N4CCCC4=O)cc3)CC2)cc(OC)c1 | -3 | -7 | 7 | 2 | -2 | -2 | -1.9 | -1.0 | -2 | -4
CCN1CCN(C(=O)CCc2nnc(CCc3c[nH]c4ccccc34)o2)[C@@H](C)C1=O | 1 | 6 | 2 | 1 | -2 | -14 | 2.1 | -0.7 | -2 | -7
CC(NC(=O)c1cc(F)c(F)cc1Cl)c1ccncc1 (stereo not given) | -4 | -1 | 0 | -2 | 13 | -5 | -0.4 | -1.7 | -2 | -9
CN(C(=O)c1cc(C(=O)N(C)c2ccccc2)cc([N+](=O)[O-])c1)c1ccccc1 | -5 | -14 | -5 | 1 | / | -2 | 0.3 | 0.6 | 3 | -3
CCCCCCCCNC(=O)c1cccnc1SCC(=O)Nc1ccccc1OC | 6 | -12 | 3 | 16* | -2 | -10 | 0.3 | 0.0 | -3 | -11
O=C(O)/C(=C\c1ccccc1)c1ccccc1 | 7 | 6 | 9 | 8 | -4 | -2 | 0.3 | -2.5 | -4 | -8
C=CCn1c(SCC(=O)Nc2ccccc2C)nc(O)cc1=O | -1 | -2 | 1 | -4 | 0 | -1 | / | -2.5 | -2 | -3
O=C(Nc1cccc(C(F)(F)F)c1)Nc1ccon1 | -4 | -16 | -6 | -6 | -3 | -6 | -0.8 | -3.1 | 2 | 2
CCCCc1nnc(NC(=O)COC)s1 | 11 | 8 | -1 | 0 | 3 | 0 | 0.3 | -14 | 1 | -2
COc1ccc(N2CCN(C(=O)CSc3nnc4c(C)cc5c(C)cc(C)cc5n34)CC2)cc1 | -3 | / | 0 | -1 | -4 | -10 | -0.9 | -1.8 | / | 3
O=C(Nc1ccccc1)N(CCCN1CCOCC1)Cc1cccs1 | -3 | / | -8 | 0 | / | 0 | 0.0 | 0.3 | 0 | -11
Cc1ccc(Cn2cc(S(=O)(=O)c3ccc(Cl)cc3)c(=O)c3cc(F)ccc32)cc1 | -1 | 0 | 6 | 0 | -7 | -7 | -1.6 | -0.4 | / | -1
COc1ccccc1C(=O)Nc1ccnn1C1CCN(C(C)CSC)CC1 (stereo not given) | 3 | 18 | 11 | -3 | 6 | 0 | 0.9 | -2.4 | 1 | -7
O=c1c2ccccc2nc2c3ccccc3c(NCc3ccco3)nn12 | -8 | / | 0 | -3 | 3 | -36 | -2.0 | 0.2 | / | -4
CC(=O)N1CCc2ccc(S(=O)(=O)N3CCc4ccccc43)cc21 | -6 | 7 | -1 | -3 | -4 | -4 | -0.3 | -3.5 | -3 | 0
CCOC(=O)c1c(C)n(CCNC(C)=O)c2ccc(O)cc12 | 3 | 2 | 5 | -2 | -1 | -5 | 2.0 | -1.8 | / | /
CCN(CC(=O)NC1CCS(=O)(=O)C1)S(=O)(=O)c1ccc(C)c(C)c1 (stereo not given) | 2 | 0 | 3 | -2 | -4 | 1 | -2.2 | -0.4 | -3 | -12
O=C1c2ccccc2C(=O)N1CCCCSc1nnc(-c2ccc(OC(F)F)cc2)o1 | 10 | / | 6 | -6 | 4 | -8 | -0.3 | / | 1 | 12
Cc1onc(-c2ccccc2Cl)c1C(=O)NC(=S)Nc1ccccc1F | 6 | 2 | 4 | 2 | -5 | -4 | -2.4 | -0.9 | -4 | /
O=C(CCN1C(=O)/C(=C/c2ccccc2Cl)SC1=S)Nc1cccnc1 | -5 | 7 | -4 | -1 | -1 | 0 | 0.5 | -0.9 | -2 | 1

Later entries.
SMILES | Tat transport | MITF act | cardiac RTF act | V-ATPase pH | CAL PDZ FP-1 | dFosB act | CDK5 p35 inh | CAL PDZ FP-2 | Wnt act | Rtt109 Vps75
OC1COC(c2ccccc2)OC1C(O)C1OC(c2ccccc2)OCC1O (stereo not given) | 1 | 3 | -1 | 0 | 9 | 2 | -0.2 | 0.4 | -1 | 7
CCOc1ccccc1NC(=O)Nc1cccc(C(C)=O)c1 | 3 | 0 | 2 | 0 | / | -1 | 0.5 | -0.4 | 4 | 4
Cc1ccccc1NC(=O)c1cccc2c1C(=O)N(C1CCCCC1)C2 | 2 | 1 | 1 | -1 | 5 | 0 | 0.9 | -0.4 | 1 | -1
CCn1c(SCC(=O)NC(C)C(C)C)nc2cc(S(=O)(=O)N3CCOCC3)ccc21 (stereo not given) | 1 | 6 | -3 | 0 | -4 | -9 | 0.7 | -2.0 | 2 | -5
CCOc1ccc(C(CC(=O)O)NC(=O)c2ccco2)cc1OC (stereo not given) | -2 | -1 | -1 | 0 | -1 | -4 | -1.4 | -0.1 | / | -2
CCN1CCN(S(=O)(=O)c2ccc(OC)cc2)CC1 | 4 | -5 | 0 | 14 | -1 | -7 | -0.7 | -0.2 | -1 | /
CCOC(=O)c1ccccc1C(=O)N1CCOCCOCCOCC1 | 0 | 6 | -4 | -3 | 1 | -2 | 0.3 | -1.8 | -3 | /
O=C(c1cc(-c2ccccc2)nc2ccccc12)N1CCOCC1 | 2 | -8 | 8 | 0 | -3 | -8 | 0.9 | -2.0 | / | /
CC1(C)C(=O)OC(c2cccs2)C2(CCCCC2)C1=O (stereo not given) | -1 | -5 | -2 | -1 | 0 | -3 | 0.3 | -0.6 | -2 | 9
c1ccc([C@H]2CNCCN2CCc2cccc3ccccc23)cc1 | -4 | -1 | -2 | 2 | -1 | 4 | -0.6 | -1.4 | -2 | -5
CC(C)CC(=O)Nc1nnc(SCC(=O)Nc2ccc3c(c2)OCO3)s1 | 5 | 3 | -2 | 7 | 1 | 8 | 2.0 | -0.6 | 0 | 4
CC(=O)c1ccc(OC(=O)c2ccc(Br)o2)cc1 | -3 | / | 3 | -4 | -3 | -2 | -0.5 | / | -2 | 6
COc1ccc(S(=O)(=O)NC(C(=O)NCCc2ccccn2)C(C)C)cc1 (stereo not given) | 7 | 5 | 0 | 1 | 0 | 0 | -2.2 | 0.6 | 0 | -6
Cc1ccc2nc(SCC(=O)NC3CCCC3)nc(=O)n2c1 | 2 | 1 | -3 | 1 | 1 | 1 | -1.2 | -1.9 | -2 | -10
O=c1oc2ccccc2c(N2CCCC2)c1[N+](=O)[O-] | -3 | -8 | 5 | -2 | 6 | 0 | -0.5 | -1.2 | -5 | 4
CC(=O)Nc1ccc(NC(=O)CN2CCN(c3cccc(C(F)(F)F)c3)CC2)cc1 | -3 | 9 | 1 | -2 | -5 | 0 | -0.5 | -1.5 | -4 | 0
Cc1ccc(-c2ccc(CCC(=O)O)n2C(C)C)cc1 | 2 | 0 | -2 | 3 | 0 | -3 | 1.5 | -0.3 | -2 | 3
Cc1cc(=O)[nH]c(=S)[nH]1 | -3 | -1 | 4 | 2 | -3 | 1 | 0.9 | -0.4 | -2 | 6
CCN1C(=O)CC(NCc2ccc3c(c2)OCO3)C1=O (stereo not given) | 0 | 2 | -5 | -2 | -4 | 0 | -2.3 | -2.6 | / | -3
CC1CCc2nc3ccc(S(=O)(=O)N4CCC(C(=O)O)CC4)cc3c(C(=O)O)c2C1 (stereo not given) | 0 | -18 | 1 | 1 | / | -8 | 0.2 | 0.2 | -1 | -12
Cc1cc(NC(=O)c2cc(C3CC3)on2)n(-c2ccccc2)n1 | -5 | / | 2 | 0 | / | 5 | -1.9 | -0.8 | 0 | -4
CN(Cc1nccs1)C(=O)c1ccc(OC2CCN(Cc3ccccn3)CC2)cc1 | -6 | -5 | -2 | 1 | / | -1 | 0.8 | -1.0 | 1 | -5
CCN(CC)C(=O)Cn1cc(C(=O)C(=O)N2CCN(Cc3ccccc3)CC2)c2ccccc21 | 4 | 6 | 0 | -4 | 3 | -14 | 0.1 | -2.7 | -2 | -7
Cc1cc(Cl)ccc1OCC(=O)OC(C)C(=O)N(C)C (stereo not given) | -2 | 0 | -6 | 0 | 8 | 0 | -0.7 | -0.5 | / | -3
CC(NCCS(=O)(=O)c1ccc(Cl)cc1)c1cccc(Cl)c1 (stereo not given) | -11 | 4 | -1 | 2 | -2 | -14 | -0.8 | -2.0 | -6 | 15
Nc1cc2ccncc2c2ccccc12 | -5 | 4 | 0 | -5 | -5 | 23* | 5.4 | -0.7 | -2 | -4
O=C(COC(=O)[C@@H]1CCCN1C(=O)c1cccs1)Nc1ccc(F)cc1[N+](=O)[O-] | -4 | 5 | 3 | -1 | -9 | 3 | -0.7 | -0.6 | 2 | -3
Cc1ccc(NC(=O)COC(=O)Cn2c(C)csc2=O)cc1C | -5 | 5 | -3 | -1 | / | 7 | 0.1 | -0.2 | / | -5
COC(=O)C1=CN(Cc2ccc(OC)c(OC)c2)C=C(C(=O)OC)C1c1ccc(O)cc1 | 3 | / | 3 | -1 | -1 | 1 | -1.4 | -0.7 | 2 | -1
O=C(C[C@@H]1C/C=C\C[C@@H](Cc2ccc(F)cc2)C(=O)OC[C@H]2CCCN2C1=O)N[C@H](CO)Cc1ccccc1 | 5 | 10 | -6 | 2 | -3 | -12 | -0.3 | 0.7 | -1 | 0

Some of the entries so far, in CSV form:
canonical_smiles,Tat transport,MITF act,cardiac RTF act,V-ATPase pH,CAL PDZ FP-1,dFosB act,CDK5 p35 inh,CAL PDZ FP-2,Wnt act,Rtt109 Vps75
Cc1ccc(NC(=O)COC(=O)Cn2c(C)csc2=O)cc1C,-5,5,-3,-1,/,7,0.1,-0.2,/,-5
COC(=O)C1=CN(Cc2ccc(OC)c(OC)c2)C=C(C(=O)OC)C1c1ccc(O)cc1,3,/,3,-1,-1,1,-1.4,-0.7,2,-1
O=C(C[C@@H]1C/C=C\C[C@@H](Cc2ccc(F)cc2)C(=O)OC[C@H]2CCCN2C1=O)N[C@H](CO)Cc1ccccc1,5,10,-6,2,-3,-12,-0.3,0.7,-1,0
